# Screening data (PubChem)
# TRPC4 act – opens the mouse TRPC4 cation channel | HEK293 TRPC4beta/mu-opioid, Fluo4 calcium fluorescence; hits give high values | B-score at 10 µM | 0.49% of 310,000 active | AID 2237;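 active means B-score above 5 SD of library B-scores, and initial fluorescence ratio not above library mean plus 5 SD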;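 further: positive B-score marks a calcium rise read as TRPC4 activation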
#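 Material: TRPC4beta and mu-opioid receptor HEK293 stable cells | Incubation: 45 min room-temperature Fluo4 loading, 110 s read | Detection: Kinetic Fluo4 calcium fluorescence | Measure: Integrated baseline-normalised fluorescence ratio, converted to per-well B score | Benchmarks: Low control buffer alone, high control maximal DAMGO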
# SKKanGAS inh – SKKanGAS growth inhibition; S. pyogenes SKKanGAS, kanamycin growth, BacTiter-Glo, 6 h; inhibition, % at 7.5 µM; 1.3% of 300,000 active;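 active means mean replicate score, as percent of positive control median, at least 50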;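 further: strain carries kanamycin resistance gene driven by streptokinase promoter and grows in 40 µg/ml kanamycin; loss of luminescence reflects streptokinase promoter inhibition or plain growth inhibition; 0% = median of DMSO wells and 100% = positive control at its reference dose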
# MrgX1 agonist – agonists of human MrgX1 receptor | MrgX1-HEK293 cells, Fluo-4 calcium fluorescence, agonist mode; hits give high values | B-score at 10 µM | AID 588627 | Q96LB2 | 0.44% of 310,000 active;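 active means calcium response B-score plate-corrected fluorescence ratio at least 3 library SD, with starting fluorescence B-score inside 5 SD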
# Target sequence (Q96LB2 whole entry, looked up): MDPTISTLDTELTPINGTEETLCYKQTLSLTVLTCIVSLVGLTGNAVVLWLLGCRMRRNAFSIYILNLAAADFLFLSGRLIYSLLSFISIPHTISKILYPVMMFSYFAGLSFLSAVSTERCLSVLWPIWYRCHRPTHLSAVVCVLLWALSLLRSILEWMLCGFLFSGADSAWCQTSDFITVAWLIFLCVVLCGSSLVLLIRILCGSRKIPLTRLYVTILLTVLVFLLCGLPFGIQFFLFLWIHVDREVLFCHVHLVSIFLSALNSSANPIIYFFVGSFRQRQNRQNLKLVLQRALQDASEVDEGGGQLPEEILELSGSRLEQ
#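 Material: HEK293 cells stably expressing human MrgX1 receptor | Quantity: 15,000 cells per well | Times: Cells plated overnight, dye loaded 0.5 h 37 °C, 0.5 h room temperature | Measured by: Kinetic Fluo-4 NW fluorescence of intracellular calcium | Control set: Positive and negative controls per plate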
# TMEM16A inh – inhibitors of mouse TMEM16A calcium-activated chloride channel; Q8BHY3; HEK293 TMEM16A/YFP iodide influx fluorescence, ionomycin; normalized B-score (activity score, 25-100; higher = stronger inhibition) at 10 µM; 1.2% of 310,000 active;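 active means ratio plate-corrected score three or more library SD toward inhibition, starting fluorescence score within five deviations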;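 further: score derived from kinetic fluorescence span divided by baseline fluorescence per well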
# MrgX1 antagonist – antagonists of human MrgX1 receptor | Q96LB2 | MRGX1-HEK293 calcium flux, Fluo-4, BAM8-22 antagonism; hits give low values | B-score at 10 µM | 1.3% of 310,000 active | AID 588676;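 active means calcium-response B-score plate-corrected more than 3 library SD below zero, starting fluorescence within 5 deviations, no agonist response on first addition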;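 further: peak minus trough fluorescence over baseline after final BAM8-22 challenge near maximal dose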
# ANO1 activ – mouse TMEM16A channel activation, primary screen; Q8BHY3; HEK293 TMEM16A/YFP-H148Q/I152L, iodide quench fluorescence; hits give low values; B-score at 10 µM; 0.3% of 340,000 active; AID 623877;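 active means fluorescence-ratio B-score plate-corrected deviation score at least 3 library SD below zero, with starting fluorescence score within 5 deviations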;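 further: channel opened by trigger with iodide after compound preincubation; score built on the fluorescence ratio of max minus min over baseline; more negative score means more quench and so TMEM16A activation or potentiation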
# TRPC4 inh – inhibitors of mouse TRPC4 channel; Q9QUQ5; HEK293 TRPC4beta/mu-opioid, DAMGO-evoked Fluo4 calcium flux; hits give low values; B-score at 10 µM; 0.39% of 300,000 active; AID 2247;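 active means B-score over 3 SD under the library average, no early fluorescence shift, positive overall ratio signal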
#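 test system = HEK293 cells with stable TRPC4beta plus mu-opioid receptor expression | detection = Fluo4 Ca2+ flux fluorescence | read-out = integrated fluorescence ratio relative to baseline, converted to per-well B score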
# TRPC6 inh – mouse TRPC6 channel inhibition | Q61143 | HEK293-TRPC6, membrane potential dye, ACh-evoked depolarization; hits give low values | B-score at 10 µM | 1.1% of 310,000 active;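 active means B-score under library mean minus 3 SD, initial fluorescence not abnormally high, positive integrated signal ratio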;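 further: B-score derived from integrated fluorescence ratio over the kinetic read; more negative B-score means stronger inhibition of depolarization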
# MrgX1 allo act – allosterically activates human MrgX1 receptor signaling; B-score at 10 µM; 0.63% of 310,000 active; AID 588675; MrgX1-HEK293, Fluo-4 calcium flux, FDSS; hits give high values;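 active means plate-corrected calcium response at least 3 library SD above typical, normal starting fluorescence, not activating the receptor alone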;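 further: compound read alongside a low EC10 to EC30 dose of BAM8-22 agonist; peak minus trough fluorescence over baseline measured at the second addition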
# TRPC6 activator – activators of mouse TRPC6 channel. B-score at 10 µM. Q61143. HEK293-TRPC6 membrane potential dye fluorescence; hits give high values. 0.13% of 310,000 active;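 active means B-score of the integrated fluorescence ratio above library mean plus 3 SD, and starting fluorescence ratio within library mean plus 5 SD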;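 further: higher score means more depolarization so channel activation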
# TRPC4 PAM – allosterically enhances the mouse TRPC4 cation channel; Q9QUQ5; HEK293 TRPC4beta/mu-opioid, DAMGO EC20, Fluo-4 Ca2+ flux; hits give high values; B-score at 10 µM; 0.42% of 310,000 active; AID 2227;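 active means B-score of calcium response area above 5 SD of library B-scores, with initial fluorescence ratio within 5 SD of library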;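 further: B-score of integrated fluorescence ratio over time as area under calcium response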
# * = called active by the depositor; i = inactive; nt = no result given.
# Results follow in this order: TRPC4 PAM | TRPC4 inh | TRPC6 activator | TRPC6 inh | MrgX1 agonist | SKKanGAS inh | MrgX1 antagonist | ANO1 activ | TRPC4 act | TMEM16A inh | MrgX1 allo act
> O=c1[nH]c(C2CCN(S(=O)(=O)c3ccc4c(c3)OCCO4)CC2)nc2c1nnn2Cc1ccccc1F
  i | i | i | i | i | 1 | i | i | i | i | i
> Cc1ccc(NC(=O)CSC(N)=O)cc1Cl
  i | nt | i | i | i | -14 | -5* | i | i | i | i
> CCN(CC)S(=O)(=O)c1cc(C(=O)n2cccn2)c(Cl)cc1Cl
  i | i | i | i | i | 13 | i | i | i | i | i
> CCCn1nc(C(=O)NCc2ccccn2)c2ccccc2c1=O
  i | i | i | i | i | 0 | i | i | i | i | i
> COc1ccc2cc(C(c3nnnn3CCc3ccccc3)N3CCC(O)CC3)c(=O)[nH]c2c1 (stereo unspecified)
  nt | nt | nt | nt | i | nt | i | i | nt | i | i
> CCc1nnc(NS(=O)(=O)c2ccc(N3C(=O)c4ccccc4C3=O)cc2)s1
  i | i | i | i | i | -5 | i | i | i | i | i
> CS(=O)(=O)c1ccc(NC(=O)CCCc2nc3ccccc3c(=O)[nH]2)cc1
  i | i | i | i | i | -12 | i | i | i | i | i
> CCOc1ccccc1NC(=O)NCc1ccccn1
  i | i | i | i | i | -2 | i | i | i | i | i
> CCN(CC)C1CCN(C(=O)c2cc(COc3ccc(-n4cncn4)cc3)on2)C1 (stereo unspecified)
  i | i | i | i | i | 0 | i | i | i | i | i
> O=C(CSc1ccc(Br)cc1)Nc1ccccc1Oc1ccccc1
  i | i | i | i | i | -9 | i | i | i | i | i
> Nn1cc(-c2ccccc2)nc1SCC(=O)NCCc1ccccc1
  i | i | i | i | i | -9 | i | i | i | i | i
> O=C(CSc1nc2[nH]ncc2c(=O)[nH]1)N1CCCCC1
  i | i | i | i | i | -7 | i | i | i | i | i
> CCc1ccnc(NC(=O)Nc2ccc(OCc3ccccc3)cc2)c1
  i | i | i | i | i | 1 | i | i | i | i | i
> COc1ccccc1NC(=O)Nc1nc(C(C)(C)C)cs1
  i | i | i | i | i | 16 | i | i | i | i | i
> CN1C/C(=C/c2ccsc2)C(=O)/C(=C/c2ccsc2)C1
  i | i | i | i | i | 7 | i | i | i | i | i

# Single records, from the list above. Order of screens: TRPC4 PAM, TRPC4 inh, TRPC6 activator, TRPC6 inh, MrgX1 agonist, SKKanGAS inh, MrgX1 antagonist, ANO1 activ, TRPC4 act, TMEM16A inh, MrgX1 allo act
# Cc1ccc(NC(=O)CSC(N)=O)cc1Cl is listed with i, nt, i, i, i, -14, -5*, i, i, i, i
# COc1ccc2cc(C(c3nnnn3CCc3ccccc3)N3CCC(O)CC3)c(=O)[nH]c2c1 (stereo unspecified) is listed with nt, nt, nt, nt, i, nt, i, i, nt, i, i

# Remaining list, next part.
# Results follow in this order: TRPC4 PAM | TRPC4 inh | TRPC6 activator | TRPC6 inh | MrgX1 agonist | SKKanGAS inh | MrgX1 antagonist | ANO1 activ | TRPC4 act | TMEM16A inh | MrgX1 allo act
> Cc1cc2c(NC(=O)CC(C)(C)CC(=O)O)cccc2nn1
  i | i | i | i | i | 7 | i | i | i | i | i
> CCS(=O)(=O)Nc1ccc2c(c1)N(C(C)=O)c1ccccc1CC2
  i | i | i | i | i | -7 | i | i | i | i | i
> COCc1nnc(NC(=O)CCN2C(=O)c3ccccc3C2=O)s1
  i | i | i | i | i | 0 | i | i | i | i | i
> CCN1C(=O)c2ccccc2Sc2ccc(C(=O)NCCC(C)C)cc21
  i | i | i | i | i | 4 | i | i | i | i | i
> CCC(CC)c1nnc(NC(=O)c2ccc3c(c2)OCO3)s1
  i | i | i | i | i | 1 | i | i | i | i | i
> CC(C)CCNC(=O)C(CC(C)C)N(Cc1ccc2c(c1)OCO2)C(=O)c1snc(C(N)=O)c1N (stereo unspecified)
  i | i | i | i | i | 0 | i | i | i | i | i
> COc1ccc(-c2nnc(SCC(=O)c3cc(C)n(Cc4cccs4)c3C)o2)cc1
  i | i | i | i | i | -2 | i | i | i | i | i
> COc1ccc(Cn2nnnc2C(c2cc3ccc(OC)cc3[nH]c2=O)N2CCCCCC2)cc1 (stereo unspecified)
  i | i | i | i | i | -4 | i | i | i | i | i
> CCOC(=O)C1CCN(Cc2coc3c(Cl)cc(Cl)cc3c2=O)CC1
  i | i | i | i | i | 4 | i | i | i | i | i
> Cc1n[nH]c(C)c1S(=O)(=O)N1CCCC(C(=O)NCC2COc3ccccc3O2)C1 (stereo unspecified)
  i | i | i | i | i | -9 | i | i | i | i | i
> O=C(Nc1ccc(S(=O)(=O)Nc2ccccn2)cc1)c1cccc(Cl)c1
  i | i | i | i | i | -1 | i | i | i | i | i
> CCOC(=O)C1CCN(C(=O)CCn2c(=O)c3cccn3c3cccnc32)CC1
  i | i | i | i | i | -5 | i | i | i | i | i
> COc1ccc(N2CCN(C(=O)Cn3c(=O)[nH]c4ccsc4c3=O)CC2)cc1
  i | i | i | i | i | -4 | i | i | i | i | i
> Cc1ccc(C(=O)C2CCN(CC(=O)NC3CCCC3)CC2)cc1
  i | i | i | i | i | -2 | i | i | i | i | i
> CCOC(=O)c1c(C)nc(C)c(C(=O)OCC)c1-c1cccc(N)c1
  i | i | i | i | i | 7 | i | i | i | i | i
> CCOC(=O)C1=C(CS(=O)(=O)c2ccc(C)c(C)c2)NC(=O)NC1c1ccc(O)cc1 (stereo unspecified)
  i | i | i | i | i | 7 | i | i | i | i | i
> CC(OC(=O)Cc1ccsc1)C(=O)Nc1ccc(Cl)cn1 (stereo unspecified)
  i | i | i | i | i | 44 | i | i | i | i | i
> Cc1cc(NC(=O)COC(=O)C2CCN(S(=O)(=O)c3ccccc3)CC2)c([N+](=O)[O-])cc1C
  i | i | i | i | i | 3 | i | i | i | i | i
> O=S1(=O)CCO[C@H]2Cc3ccccc3[C@H]2N1Cc1cccc(Cl)c1
  i | i | i | i | i | 4 | i | i | i | i | i
> CN(C)S(=O)(=O)c1cc(NC(=O)CNCc2ccc(F)cc2)ccc1Cl
  i | i | i | i | i | 7 | i | i | i | i | i
> O=C(c1ccco1)N1CCN(C(=O)C2CCN(S(=O)(=O)c3cccs3)CC2)CC1
  i | i | i | i | i | -4 | i | i | i | i | i
> COc1ccc(NC(=O)c2[nH]ncc2[N+](=O)[O-])cc1
  i | i | i | i | i | 7 | i | i | i | i | i
> O=C(CN1CCN(c2ccccc2)CC1)Nc1ccccc1C(F)(F)F
  i | i | i | i | i | 0 | i | i | i | i | i
> O=C(CSCc1c(Cl)cccc1Cl)Nc1ccccc1-c1ccccc1
  i | i | i | i | i | 9 | i | i | i | i | i
> COc1ccc(CNc2nc(-c3cccnc3)nn2C(=O)c2ccco2)cc1
  i | i | i | i | i | -3 | i | i | i | i | i
> COc1ccc(C(CC(=O)O)n2cnnn2)cc1 (stereo unspecified)
  i | i | i | i | i | -6 | i | i | i | i | i
> CC(Oc1ccc(C#N)cc1)C(=O)c1ccc(F)c(F)c1 (stereo unspecified)
  i | i | i | i | i | 6 | i | i | i | i | i
> Cc1ccc(NC2=NCC(Cc3ccc(Br)cc3)S2)cc1 (stereo unspecified)
  i | i | i | i | i | 85* | i | i | i | i | i
> COc1ccc(N2CSC3=C(C#N)C(c4ccc(OC)c(OC)c4)CC(=O)N3C2)c(OC)c1 (stereo unspecified)
  i | i | i | i | i | 3 | i | i | i | i | i
> CC1(C)C/C(=N\O)C(C(O)c2cccc([N+](=O)[O-])c2)C(C)(C)N1 (stereo unspecified)
  i | i | i | i | i | 10 | i | i | i | i | i
> CC1CN(C/C(=N\O)C23CC4CC(CC(C4)C2)C3)CC(C)O1 (stereo unspecified)
  i | i | i | i | i | -2 | i | i | i | i | i
> Cn1c(=O)[nH]c(=O)c2c1nc(SCCC(=O)O)n2Cc1cccc(Br)c1
  i | i | i | i | i | 2 | i | i | i | i | i
> CCC(C)/C(C)=N/NC(=O)c1ccccc1OCCOc1ccccc1 (stereo unspecified)
  i | i | i | i | i | -10 | i | i | i | i | i
> Cc1c(C(=O)NCc2cccnc2)oc2ccc(S(=O)(=O)N3CC(C)CC(C)C3)cc12 (stereo unspecified)
  i | i | i | i | i | 1 | i | i | i | i | i
> CC1=Cc2ccccc2C(C#N)N1C(=O)c1ccccc1 (stereo unspecified)
  i | i | i | i | i | 7 | i | i | i | i | i
> COc1ccc(C(=O)Nc2ccc(NC(=O)c3cccc(OC)c3)cn2)cc1
  i | i | i | i | i | 1 | i | i | i | i | i
> O=C(c1cn(-c2ccccc2)nc1-c1ccccc1)N1CCOCC1
  i | i | i | i | i | -4 | i | i | i | i | i
> O=C(CNCc1ccncc1)Nc1cc(S(=O)(=O)N2CCCCC2)ccc1Cl
  i | i | i | i | i | -5 | i | i | i | i | i
> O=C(NCc1ccco1)c1cccc(NS(=O)(=O)c2ccccc2F)c1
  i | i | i | i | i | -2 | i | i | i | i | i
> CC(C)(C)n1nnnc1C(c1cccnc1)N1CCOCC1 (stereo unspecified)
  i | i | i | i | i | -1 | i | i | i | i | i
> O=C(/C=C/c1cccc([N+](=O)[O-])c1)N1CCN(c2ccc(F)cc2)CC1
  i | i | i | i | i | -7 | i | i | i | i | i
> CC1C(=O)Nc2ccccc2N1C(=O)c1ccc(Cl)c(Cl)c1 (stereo unspecified)
  i | i | i | i | i | 5 | i | i | i | i | i
> CCOC(=O)N1CCC(NC(=O)c2ccc3c(c2)N(C)CCS3)CC1
  nt | nt | nt | nt | i | nt | i | i | nt | i | i
> O=C(Cc1ccc(Cl)cc1)NCCCn1ccnc1
  i | i | i | i | i | -3 | i | i | i | i | i
> CN(CC(=O)N1CC(=O)N(CCc2ccccc2)C(=O)C1)S(=O)(=O)c1cccc2nsnc12
  i | i | i | i | i | 3 | i | i | i | i | i
> COc1cccc(C(=O)NC2CC(C)(C)NC(C)(C)C2)c1OC
  i | i | i | i | i | -1 | i | i | i | i | i
> O=C(CSc1nnc(SCc2ccccc2Cl)s1)N/N=C/c1ccc(C(=O)O)cc1
  i | i | i | i | i | 8 | i | i | i | i | i
> CNC(=O)c1nc(C)n(-c2cc(Cl)ccc2Cl)n1
  i | i | i | i | i | -9 | i | i | i | i | i

# An unsorted share of the library, and some 6.7% of all compounds hit somewhere here.
